CCR6 antagonist = CCR6 (human) receptor antagonism; P51684; CHO-K1 CCR6 PathHunter beta-arrestin, luminescence, CCL20-stimulated; inhibition, % at 20 µM; 340,000 tested, 0.49% active;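 active = compounds whose inhibition of the agonist-driven luminescence signal at 20 µM reaches about 50%, limit read from the data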;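 note: cells stimulated with CCL20 at 14 nM final; plate controls were DMSO with CCL20 for no effect and DMSO without agonist for full effect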
Target sequence (P51684 whole entry, looked up): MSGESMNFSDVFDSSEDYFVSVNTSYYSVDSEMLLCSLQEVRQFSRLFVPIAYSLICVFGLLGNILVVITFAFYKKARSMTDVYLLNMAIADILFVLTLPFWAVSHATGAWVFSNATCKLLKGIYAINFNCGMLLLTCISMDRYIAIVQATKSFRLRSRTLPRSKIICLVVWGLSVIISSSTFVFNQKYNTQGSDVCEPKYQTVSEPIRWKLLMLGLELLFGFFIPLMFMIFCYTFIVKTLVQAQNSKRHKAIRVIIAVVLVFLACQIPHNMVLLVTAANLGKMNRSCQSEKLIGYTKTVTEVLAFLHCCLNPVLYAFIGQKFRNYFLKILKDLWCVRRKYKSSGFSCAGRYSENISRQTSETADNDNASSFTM
Mdm2-MdmX inh = human Mdm2/MdmX binding inhibition | inhibition, % at 8 µM | SaOS-2 split-luciferase Mdm2/MdmX complementation, luminescence | 330,000 tested, 3% active;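 active = inhibition of at least 50% at 8 µM in the primary screen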
EBI2 antag = EBI2 (human) antagonism | P32249 | EBI2 beta-arrestin recruitment, luminescence, 7a,25-OHC stimulated | inhibition, % at 5 µM | 360,000 tested, 0.81% active | AID 651636; in the data active = inhibition above about 38%;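 note: enzyme fragment complementation signal reports receptor beta-arrestin coupling in cells; 0% = agonist plus DMSO wells and 100% = wells without agonist; some results beyond the cut were filed as inactive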
Target sequence (P32249 whole entry, looked up, the tested form may be a part): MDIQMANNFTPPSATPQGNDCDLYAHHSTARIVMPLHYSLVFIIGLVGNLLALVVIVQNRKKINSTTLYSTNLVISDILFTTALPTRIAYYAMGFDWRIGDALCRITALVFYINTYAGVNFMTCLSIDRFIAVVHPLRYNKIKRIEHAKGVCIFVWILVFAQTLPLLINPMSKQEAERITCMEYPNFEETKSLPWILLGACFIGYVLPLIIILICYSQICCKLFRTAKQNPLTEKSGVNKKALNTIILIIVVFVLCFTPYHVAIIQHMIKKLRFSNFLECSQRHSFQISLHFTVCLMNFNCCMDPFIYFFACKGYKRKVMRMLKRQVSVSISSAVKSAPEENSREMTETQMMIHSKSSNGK
Gli-Sufu block = antagonists of Gli-Sufu signaling; Sufu-KO-LIGHT fibroblasts, Gli luciferase reporter luminescence; inhibition, % at 5 µM; 340,000 tested, 0.74% active;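 active = inhibition above about 55%, limit read from the data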;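 note: 0% = DMSO-treated cells and 100% = wells with medium but no cells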
UPR CHOP act = apoptotic UPR (CHOP) activation. CHO-CHOP luciferase reporter, luminescence; percent of tunicamycin response over DMSO baseline. activation, % at 10 µM. 330,000 tested, 0.34% active;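 active = at 10 µM dose, activation of 40% or more, normalized to positive control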;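 note: 100% = tunicamycin at 10 µg/mL and 0% = DMSO alone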
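Dosing – one dose, 10 µM in 0.5% DMSO · System – CHO-CHOP cells, stable luciferase reporter of PERK-eIF2a-CHOP signalling · Input – 500 cells/well · Control set – tunicamycin 10 µg/mL final as positive, DMSO-only wells as negative · Timing – 6 h compound treatment, 37 °C · Measure – % activation vs tunicamycin · Technique – luminescence read with Steady-Glo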
UPR XBP1 act = activators of adaptive arm of unfolded protein response (XBP1). CHO-XBP1 luciferase reporter, IRE1-XBP1 UPR activation, luminescence; percent of tunicamycin response, DMSO as zero. activation, % at 20 µM. 330,000 tested, 0.33% active. AID 463104;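 active = versus positive control, 20 µM dose yields 30% or more activation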;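 note: 100% = tunicamycin at 10 µg/mL and 0% = DMSO only wells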
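Material – CHO cell line with stable XBP1 luciferase reporter · Buffer or medium – F12 plus 10% FBS · Compound – single point, 20 µM final compound, 1% DMSO · Schedule – 16-18 h cell attachment at 37 °C, then 6 h compound exposure · Signal – Steady-Glo luminescence read · Benchmarks – high control tunicamycin 10 µg/mL final, low control DMSO vehicle only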
CXCR6 inh = blocks human CXCR6 beta-arrestin recruitment | O00574 | CHO-K1 PathHunter CXCR6 beta-arrestin, luminescence | inhibition, % at 20 µM | 360,000 tested, 0.36% active | AID 602244; in the data active = inhibition above about 34%, passing the limit was not always enough;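 note: antagonist mode with CXCL16 agonist at 10 nM final; 0% = 10 nM CXCL16 with DMSO and 100% = unstimulated wells without agonist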
Target sequence (O00574 whole entry, looked up): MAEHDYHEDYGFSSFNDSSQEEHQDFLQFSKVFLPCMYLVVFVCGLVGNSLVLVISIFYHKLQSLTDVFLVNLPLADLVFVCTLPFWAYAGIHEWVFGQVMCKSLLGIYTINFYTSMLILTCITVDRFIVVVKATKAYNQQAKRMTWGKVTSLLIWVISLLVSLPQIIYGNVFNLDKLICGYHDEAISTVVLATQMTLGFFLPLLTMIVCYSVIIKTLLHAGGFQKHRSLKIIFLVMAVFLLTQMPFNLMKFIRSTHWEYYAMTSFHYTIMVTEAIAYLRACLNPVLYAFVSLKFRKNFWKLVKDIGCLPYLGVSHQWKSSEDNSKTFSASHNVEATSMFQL
Jurkat NFkB inh = lowers PMA/ionomycin-induced NF-kB signal in Jurkat cells; PMA/ionomycin-induced NF-kB luciferase reporter, luminescence; inhibition, % at 4 µM; 330,000 tested, 0.53% active; in the data active = inhibition above about 50%
697 NFkB inh = lowers PMA/ionomycin-induced NF-kB signal in 697 B cells | 330,000 tested, 0.33% active | 697 B-cell NF-kB luciferase reporter, 16 h | AID 435022 | inhibition, % at 4 µM; in the data active = inhibition above about 35%
Starred values were filed as active, the others as inactive; x = no result given.

SMILES | CCR6 antagonist | Mdm2-MdmX inh | EBI2 antag | Gli-Sufu block | UPR CHOP act | UPR XBP1 act | CXCR6 inh | Jurkat NFkB inh | 697 NFkB inh
O=C(O)CCSc1ccccn1 | 13 | 13 | 5 | 3 | 0.6 | -3 | -4 | 14 | 19
CCC(C(=O)NCCc1ccccc1OC)n1nc(C)c2c(C)n(-c3ccccc3)nc2c1=O (stereo not drawn) | 8 | -10 | 3 | -15 | 0.0 | -4 | 1 | 13 | -12
Cc1ccc(S(=O)(=O)N(Cc2ccccc2)c2ccccc2C(=O)NCc2cccnc2)cc1 | 11 | -2 | -11 | 7 | -1.3 | -3 | -4 | -16 | -35
O=C(NNC1=NS(=O)(=O)c2ccccc21)c1ccccc1Cl | 18 | -15 | 11 | -4 | -0.3 | -2 | -8 | 6 | 3
CCc1ccc2oc(C(=O)Nc3ccc(S(N)(=O)=O)cc3)c(C)c2c1 | 19 | -3 | -13 | 0 | -0.7 | 0 | 6 | -8 | 15
CCCCN(CC)C(=O)c1cc2cc3ccc(Cl)cc3nc2o1 | -3 | -19 | 21 | -18 | 2.6 | 5 | 6 | -27 | -22
CCOC(=O)C1=C(CSc2nccn2C)NC(=O)NC1c1ccc(OC)cc1 (stereo not drawn) | -8 | 22 | 0 | 5 | -1.7 | -1 | 3 | 6 | 13
C=CCN(Cc1ccc(Cl)s1)C(=O)c1ccc(F)c(S(=O)(=O)N2CCOCC2)c1 | 19 | 27 | 3 | 6 | -0.7 | 0 | 3 | 5 | 8
Cn1c(CNC(=O)c2ccco2)nnc1SCC(=O)N1CCN(c2ccccc2)CC1 | 8 | 17 | 4 | 4 | 1.3 | -2 | -5 | 14 | 5
O=C1CC(c2cccc(F)c2)c2c(c3ccccc3[nH]c2=O)O1 (stereo not drawn) | -13 | 16 | -5 | 3 | -1.3 | -2 | -6 | -2 | 12
C=C(C)CNC(=S)Nc1nc2c(cc1C(=O)OCC)CCCC2 | 27 | x | -1 | -60 | x | x | 4 | x | x
O=C(O)c1cccc(NC2=Nc3cccc4cccc2c34)c1 | 7 | -43 | -5 | -72 | -4.0 | -3 | -4 | -19 | -50
Cc1ccc(S(=O)(=O)Cn2nnnc2C(CC(C)C)N2CCN(C3CCCC3)CC2)cc1 (stereo not drawn) | 12 | -6 | 9 | 28 | 0.0 | -1 | 8 | 7 | 6
Nc1nc(N2CCN(C(=O)c3ccco3)CC2)nc2ccccc12 | 15 | -50 | -5 | -30 | 2.7 | 2 | 0 | -60 | -53
O=C(NCc1ccc2c(c1)OCO2)c1ccc(S(=O)(=O)C(F)F)cc1 | 8 | 11 | 25 | 34 | 2.1 | 1 | 0 | 6 | 11
O=C(CSCc1ccc(Cl)cc1)N1CCN(Cc2ccc3c(c2)OCO3)CC1 | 17 | -8 | -1 | -1 | -0.2 | 0 | 1 | 7 | 5
Cn1cc([N+](=O)[O-])c(C(=O)NNC(=O)c2ccc([N+](=O)[O-])cc2)n1 | 1 | 6 | 0 | -4 | 0.6 | 4 | 14 | -20 | -10
CC(=O)N1CCc2cc(C(=O)CN3CCN(c4cccc(Cl)c4)CC3)ccc21 | 1 | 12 | 0 | -33 | -0.2 | -2 | 2 | 1 | 17
Cc1ccc(C)c(OCC(=O)N/N=C/c2c(C)nn(-c3ccccc3)c2Cl)c1C | 3 | 51* | 19 | 3 | 0.7 | 1 | -12 | 22 | 23
CC(=O)C1=C(C)NC(=O)NC1c1ccc(Cl)cc1 (stereo not drawn) | -1 | -13 | -2 | -2 | -2.4 | -3 | 0 | 0 | -4
CCCCNC(=S)NNC(=O)c1cc(C)on1 | 10 | 13 | -22 | -2 | 1.3 | -1 | 3 | 4 | 9
Cn1nc(-c2ccccc2)cc1NC(=O)Nc1ccccc1F | 5 | -8 | 4 | -67 | 3.1 | 1 | -2 | -29 | -17
CCC(=O)c1ccc(OCC(=O)NCCC2=CCCCC2)c(OC)c1 | 4 | 0 | -2 | 11 | 0.5 | -2 | 2 | 24 | -16
Cc1ccc(C(=O)NC2CCCN(c3ccc(C(F)(F)F)cn3)C2)cn1 (stereo not drawn) | -8 | 2 | -15 | -1 | 2.9 | -5 | -3 | -4 | -25
O=C(CCc1ccc(S(=O)(=O)NCCc2ccccc2)cc1)NCc1ccco1 | 2 | 1 | 7 | 0 | 2.9 | -1 | 3 | 0 | -29
Remaining list, next part
SMILES | CCR6 antagonist | Mdm2-MdmX inh | EBI2 antag | Gli-Sufu block | UPR CHOP act | UPR XBP1 act | CXCR6 inh | Jurkat NFkB inh | 697 NFkB inh
Cc1cccc(NC(=S)N/N=C/c2c[nH]c3ccccc23)c1 | -2 | 44 | -12 | -42 | 2.2 | -1 | -6 | 36 | -82
O=C(CSc1ccc([N+](=O)[O-])cc1)Nc1ccccc1N1CCOCC1 | 12 | -2 | 12 | -2 | 0.4 | -2 | 1 | -6 | 13
Cn1c(SCc2ccccc2F)nc2cccnc21 | 2 | -113 | -10 | -97 | 2.8 | 3 | -1 | -101 | -161
O=C(COC(=O)c1cccnc1)c1ccc(Cl)c(Cl)c1 | 81* | 8 | 10 | 7 | -4.4 | -2 | 37 | 18 | 5
O=C(CCCn1c(SCC(=O)NC2CCCCC2)nc2ccccc2c1=O)NCC1CCCO1 (stereo not drawn) | 5 | -18 | 2 | -28 | 2.8 | 4 | 5 | 4 | 8
CCOC(=O)c1c(NC(=O)COC(=O)CNC(=O)c2ccc(Cl)cc2Cl)sc(C(=O)N(C)C)c1C | 7 | -1 | -17 | -11 | -0.6 | 2 | 7 | 10 | -5
CCCC(C)(C)NC(=O)CCCCC(=O)NC(C)(C)CCC | -4 | 17 | 4 | 5 | -1.8 | -2 | -4 | -8 | 10
COc1ccc(CCN2CC(C(=O)NCc3ccco3)CC2=O)cc1OC (stereo not drawn) | 12 | -10 | -2 | 1 | 0.3 | 0 | -10 | 2 | 14
CC(C)CN(C(=O)COC(=O)C1CC1)c1c(N)n(Cc2ccccc2)c(=O)[nH]c1=O | 11 | 7 | 1 | -20 | -2.5 | 0 | 8 | 10 | 12
COc1cc(NC(=O)COC(=O)c2ccccc2SCC(=O)N2CCCC2)cc(OC)c1 | 5 | 18 | 10 | -1 | -1.0 | -4 | -2 | 4 | 17
Cc1ccc(NC(=O)CSCC(=O)N(C)CCOc2ccc(Cl)cc2)cc1 | 17 | 22 | 2 | -2 | -0.4 | -4 | 3 | 14 | 1
COc1ccc(S(=O)(=O)N2CCC(C(=O)NCCC(=O)NC3CC3)CC2)cc1 | 6 | -11 | -11 | -17 | 1.0 | -7 | 8 | -5 | -18
O=[N+]([O-])c1ccc(N=Nc2ccc(O)cc2O)cc1 | 11 | 98* | 1 | -2 | 6.4 | 2 | 1 | 59* | 63*
COCCn1c(NCc2ccccc2)nc2c1c(=O)[nH]c(=O)n2C | -5 | 13 | -4 | 5 | 0.3 | -2 | 1 | 10 | 10
N#Cc1ncc(C(F)(F)F)cc1Sc1ccccc1N | 7 | 12 | 10 | 7 | -2.0 | -1 | 8 | 5 | -9
NC(=O)c1ccccc1NC(=O)/C=C/c1ccc(Cl)cc1 | -8 | -235 | 12 | -82 | 4.8 | 2 | 6 | -177 | -110
O=C(NC1CCCCC1)C1CCN(S(=O)(=O)c2cccc3cccnc23)CC1 | 3 | 1 | -4 | 3 | 0.8 | -5 | -3 | -8 | -10
O=C(CN1C(=O)c2cccc3cccc(c23)C1=O)N1CCCCC1 | -5 | -23 | -1 | -11 | 0.7 | -1 | -17 | -6 | 8
O=C(CN1C(=O)CCSc2ccccc21)Nc1ccc2c(c1)OCCO2 | 2 | -25 | -16 | -7 | 0.5 | 0 | 1 | 2 | 12
CCOC(=O)CS(=O)(=O)c1nc(-c2ccccc2)cc(C(F)(F)F)n1 | 23 | 101* | 20 | -4 | -11 | -9 | 51* | -7 | -51
Cc1ccc(/C=N/N2CCN(Cc3ccccc3)CC2)cc1 | -11 | 6 | -10 | -10 | 0.0 | 3 | -5 | -20 | 7
O=C(O)c1ccc(-c2ccc(Cl)cc2Cl)o1 | -4 | -21 | -5 | 0 | -0.3 | 0 | 4 | -19 | -7
Cc1[nH]c2ccc(C(=O)OC(C)C(=O)NC3CCCCC3C)cc2c1C (stereo not drawn) | 2 | 33 | 25 | -1 | -0.1 | -3 | -14 | -15 | -1
C/C=C/c1ccc(OCC(O)CN(C)Cc2ccc(SC)cc2)c(OC)c1 (stereo not drawn) | 9 | 24 | 21 | 8 | 3.0 | 3 | -7 | 0 | -5
COc1ccc(NS(=O)(=O)c2csc(C(=O)Nc3ccccc3)c2)cc1 | 8 | 22 | 9 | 25 | 0.3 | -5 | -11 | 6 | -14

The last 5 entries of the part above open the next one.
SMILES | CCR6 antagonist | Mdm2-MdmX inh | EBI2 antag | Gli-Sufu block | UPR CHOP act | UPR XBP1 act | CXCR6 inh | Jurkat NFkB inh | 697 NFkB inh
Cc1ccc(/C=N/N2CCN(Cc3ccccc3)CC2)cc1 | -11 | 6 | -10 | -10 | 0.0 | 3 | -5 | -20 | 7
O=C(O)c1ccc(-c2ccc(Cl)cc2Cl)o1 | -4 | -21 | -5 | 0 | -0.3 | 0 | 4 | -19 | -7
Cc1[nH]c2ccc(C(=O)OC(C)C(=O)NC3CCCCC3C)cc2c1C (stereo not drawn) | 2 | 33 | 25 | -1 | -0.1 | -3 | -14 | -15 | -1
C/C=C/c1ccc(OCC(O)CN(C)Cc2ccc(SC)cc2)c(OC)c1 (stereo not drawn) | 9 | 24 | 21 | 8 | 3.0 | 3 | -7 | 0 | -5
COc1ccc(NS(=O)(=O)c2csc(C(=O)Nc3ccccc3)c2)cc1 | 8 | 22 | 9 | 25 | 0.3 | -5 | -11 | 6 | -14
Cc1ccc(-n2ccnc(SCC(=O)NCCc3ccccc3)c2=O)cc1F | -1 | -20 | 6 | -12 | -1.0 | -2 | -2 | 11 | 7
COc1ccccc1-c1oc2ccccc2c1-c1ccccc1OC | 14 | -23 | 15 | 4 | -1.0 | -1 | -1 | 0 | -2
COc1cc(/C=N/Nc2ccc(S(N)(=O)=O)cc2[N+](=O)[O-])cc(OC)c1O | 34 | 9 | -8 | 10 | 2.5 | -1 | 15 | 15 | -11
CCc1sc(C(=O)Nc2ccc3c(c2)OCCO3)cc1Br | x | -151 | 23 | x | 8.2 | 1 | -3 | -148 | -117
O=C(O)C1CN(c2ncccc2[N+](=O)[O-])C1 | -1 | 6 | -4 | 5 | -0.6 | -2 | 2 | 9 | 22
Cc1ccc(OC(C)C(=O)O)cc1C (stereo not drawn) | 3 | 1 | -16 | 2 | -0.2 | -2 | 1 | -10 | 15
Cc1[nH][nH]c(=O)c1N=Nc1ccc(F)cc1 | 23 | 1 | 5 | -1 | -0.4 | -1 | 4 | -30 | -3
CC(=O)Nc1cccc(OCCCNS(=O)(=O)c2ccc(C#N)cc2)c1 | -3 | 16 | 0 | 10 | 0.4 | -7 | -2 | -3 | 5
CC(C)C(=O)n1nc(-c2cccnc2)nc1NCc1cccs1 | 21 | 11 | -5 | 2 | 0.1 | 0 | -5 | 4 | 6
O=C(CNS(=O)(=O)c1ccc2c(c1)OCCCO2)N1CCN(c2ccc(F)cc2)CC1 | 9 | 8 | -1 | 2 | -2.2 | -3 | -13 | -2 | -19
CCOc1cc(Br)cc(/C=N/NC(=O)c2cccnc2)c1O | 16 | 19 | 8 | 38 | -0.9 | 0 | -12 | 15 | -25

From PubChem BioAssay

Rows are unselected. About 5% of those tested had a hit in this group.
